Screening data: PubChem, several laboratories
STAT1 inh: STAT1 signaling inhibitors, primary screen, cell-based, HTS, luciferase reporter | NIH 3T3 STAT1-luciferase reporter, IFN-gamma, luminescence | actives 0.35% (n = 200,000) | inhibition, % at 5.5 µM | AID 920, 2007;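 active means inhibition above a set limit, the mean inhibition across all tested compounds plus 3 SD, cut at about 34% in these data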;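 further: 0% = IFN-gamma with DMSO and 100% = IFN-gamma with 300 µM nifuroxazide; values of inactives mirror those of a sister screen read the other way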
Efa HMGR inh: inhibitors of E. faecalis class II HMGR, primary screen, biochemical, Enterococcus faecalis; actives 0.41% (n = 190,000); inhibition, % at 10 µM; purified E. faecalis HMGR, NADPH absorbance 340 nm kinetic; HMG-CoA reductase (Enterococcus faecalis, mvaE);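 active means inhibition above a set limit, the median over all tested compounds plus 3 SD, cut at about 9.5% in these data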;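 further: enzyme runs in reverse so mevalonate oxidation gives rising NADPH absorbance; 0% = complete reaction with DMSO and 100% = background rate lacking mevalonate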
APP 5'UTR act: activators of APP 5'UTR luciferase reporter, primary screen, SH-SY5Y cells; activation, % at 2 µM; SH-SY5Y APP 5'UTR luciferase reporter, luminescence; zero percent = DMSO vehicle wells; actives 1% (n = 190,000);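 active means activation above a set limit, based on mean plus 3 SD of controls, cut at about 140% in these data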; further: values of inactives mirror those of a sister screen read the other way
Hsp70 act: Hsp70 transcriptional activators, primary screen, cell-based, HeLa, Hsp70 promoter luciferase, luminescence, 10 µM; actives 0.04% (n = 200,000); activation, % at 10 µM; HeLa Hsp70 promoter luciferase reporter; scaled: vehicle 0, proteasome-inhibitor control 100%;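 active means activation above the mean across all tested compounds plus 3 SD, cutoff set per campaign, cut at about 5.5% in these data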;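 further: 100% = MG132 at 30 µM as the positive control and 0% = DMSO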
STAT1 act: STAT1 signaling activators, primary screen, cell-based, HTS, luciferase reporter; NIH 3T3 STAT1-luciferase reporter, IFN-gamma, luminescence; 100% = IFN-gamma alone, no compound; activation (% of control), % at 5.5 µM; actives 2.6% (n = 200,000); AID 932, 2007;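 active means activation above the screen-wide mean activation plus 3 SD, cut at about 130% in these data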;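 further: raw ratio to IFN-gamma control signal so 100% means no change and 0% no light; values of inactives mirror those of a sister screen read the other way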
TLR4 MyD88 comp: inhibitors of TLR4-MyD88 association in cells, primary screen, cell-based, HeLa CL3-4, BLA complementation, FRET ratio. Toll-like receptor 4 (Homo sapiens) + Myeloid differentiation primary response protein …. HeLa CL3-4 TLR4/MyD88 BLA complementation. inhibition, % at 8.4 µM. actives 0.18% (n = 200,000); in the data active means inhibition above about 25%;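 further: 0% = vehicle and 100% = reference inhibitor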
Target sequence (O00206 whole entry, looked up): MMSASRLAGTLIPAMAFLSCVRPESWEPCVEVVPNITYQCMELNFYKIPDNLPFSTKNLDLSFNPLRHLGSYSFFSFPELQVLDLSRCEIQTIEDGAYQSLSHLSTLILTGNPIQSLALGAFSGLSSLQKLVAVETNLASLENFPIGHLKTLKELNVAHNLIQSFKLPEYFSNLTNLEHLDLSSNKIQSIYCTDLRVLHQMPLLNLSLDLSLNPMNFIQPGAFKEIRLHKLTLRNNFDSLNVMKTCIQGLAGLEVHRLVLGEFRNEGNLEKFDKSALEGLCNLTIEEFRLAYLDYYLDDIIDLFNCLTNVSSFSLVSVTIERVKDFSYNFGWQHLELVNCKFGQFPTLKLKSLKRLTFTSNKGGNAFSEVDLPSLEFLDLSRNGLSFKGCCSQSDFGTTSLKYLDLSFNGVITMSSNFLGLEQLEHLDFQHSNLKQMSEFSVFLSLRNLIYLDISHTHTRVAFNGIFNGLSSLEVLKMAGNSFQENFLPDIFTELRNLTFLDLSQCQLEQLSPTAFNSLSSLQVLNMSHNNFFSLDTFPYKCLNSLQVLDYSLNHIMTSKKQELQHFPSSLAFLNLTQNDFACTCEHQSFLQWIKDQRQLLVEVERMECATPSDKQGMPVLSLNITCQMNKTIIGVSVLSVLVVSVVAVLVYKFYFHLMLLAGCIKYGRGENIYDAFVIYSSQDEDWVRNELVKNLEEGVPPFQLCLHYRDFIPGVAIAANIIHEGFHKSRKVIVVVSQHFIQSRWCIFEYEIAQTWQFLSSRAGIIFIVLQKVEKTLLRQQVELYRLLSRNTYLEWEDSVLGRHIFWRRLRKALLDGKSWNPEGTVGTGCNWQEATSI
Target sequence (Q99836 whole entry, looked up): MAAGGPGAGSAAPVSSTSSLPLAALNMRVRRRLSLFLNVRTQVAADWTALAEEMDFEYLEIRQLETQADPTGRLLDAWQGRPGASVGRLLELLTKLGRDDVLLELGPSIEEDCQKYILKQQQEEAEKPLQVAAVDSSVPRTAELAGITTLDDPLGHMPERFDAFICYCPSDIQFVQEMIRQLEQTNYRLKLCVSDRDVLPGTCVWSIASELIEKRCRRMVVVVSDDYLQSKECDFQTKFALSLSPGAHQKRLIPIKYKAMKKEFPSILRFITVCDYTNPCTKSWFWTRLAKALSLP
NF-kB expr up: activators of NF-kB expression in neurons, primary screen, cell-based, HTS; AID 1239, 2008; actives 1.6% (n = 190,000); fold change at 12.5 µM; human neuronal cells, NF-kB reporter expression; hits give high values; in the data active means fold change above about 3.3
STAT3 blocker: IL-6 driven STAT3 reporter inhibitors, primary screen, U3A cells, luciferase, luminescence, MLSCN library; IL-6 STAT3-luciferase reporter; host cell line lacks STAT1; inhibition, % at 5.5 µM; actives 0.89% (n = 190,000); AID 862, 2007;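 active means inhibition above the mean inhibition across all screened compounds plus 3 SD, cut at about 44% in these data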;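 further: 0% = DMSO only wells and 100% = 100 µM nifuroxazide control wells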
Redox H2O2 prof: compounds producing H2O2 with reducing agent – biochemical, NIH compound library profiling, artefact control for MLSCN library redox annotation, primary screen | DTT-dependent redox cycling H2O2, phenol red/HRP absorbance; 100% = 100 µM peroxide control, 0% = buffer | activation, % at 10 µM | actives 0.03% (n = 200,000) | AID 878, 2007;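 active means activation of at least 50% relative to the plate's high and low controls in the primary single-dose screen; inactive means activation below 50%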;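 further: compound incubated with DTT at 0.8 mM final as the reducing agent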
STAT3 activator: IL-6 driven STAT3 reporter potentiators, primary screen, U3A cells, luciferase, luminescence, MLSCN library. IL-6 STAT3-luciferase reporter; 100% = signal with IL-6 EC80 alone. activation (% of control), % at 5.6 µM. actives 0.91% (n = 190,000);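 active means activation above the screen-wide mean of compound activation plus 3 SD, cut at about 130% in these data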;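 further: 0% = background luminescence of wells with medium and substrate only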
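System – human U3A cells carrying STAT3-luciferase construct · Probe or stimulus – Interleukin-6, 33 ng/mL · Schedule – compound 1 h, then IL-6 6 h at 37 °C · Signal – luminescence from STAT3-driven luciferase reporter · Evaluation – percent of IL-6-only median luminescence · Benchmarks – IL-6-only high control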
* hit, by the source's call; / = no result given.

SMILES	STAT1 inh	Efa HMGR inh	APP 5'UTR act	Hsp70 act	STAT1 act	TLR4 MyD88 comp	NF-kB expr up	STAT3 blocker	Redox H2O2 prof	STAT3 activator
CCC(C)(C)n1nnnc1C(c1ccc2ncccc2c1)N1CCCC(C)C1 (stereo not drawn)	6	-14	21	0.1	94	3	0.97	2	0.5	101
COC(=O)C1=C(C)Nc2nc(-c3ccccc3)nn2C1c1ccc(C)o1 (stereo not drawn)	-3	1	14	-0.2	102	-5	0.75	28	-0.8	83
COc1cc(NS(=O)(=O)c2ccc(NC(C)=O)cc2)cc(OC)c1	20	-4	2	-0.1	82	-130	0.92	38	1.1	70
Cc1ccc(N2CC(C(=O)Nc3cccnc3)CC2=O)cc1 (stereo not drawn)	-9	-5	-1	-0.4	108	-1	1.1	6	2.6	96
O=C1CN(c2ccccc2Cl)C(=O)CN1c1ccccc1Cl	-3	-2	-4	-0.2	103	1	1.3	9	-2.0	96
C=CCn1c(C)cc(C(=O)CSc2nnc3c(Cl)cc(Cl)cn23)c1C	7	-3	26	-0.2	93	3	0.58	8	-0.2	98
Nc1nc(NCCCN2CCOCC2)nc(Nc2ccccc2)c1[N+](=O)[O-]	-4	3	-12	0.0	103	8	0.82	18	-0.3	87
COc1cccc(OC)c1C(=O)Nc1nnc(-c2cccs2)s1	3	-3	9	0.1	95	-6	1.2	6	-0.5	97
COc1cc(Cl)c(C)cc1NC(=O)CSc1nc2ccccc2o1	17	-7	2	-0.4	85	-1	0.96	6	1.9	100
CNCC(O)Cn1c2c(c3ccccc31)CCCC2 (stereo not drawn)	1	-3	-8	-0.3	98	5	1.1	12	-0.7	94
CC(C)CCn1c(SCC(N)=O)nc2c1c(=O)n(C)c(=O)n2C	-1	-2	11	-0.1	101	-4	1.2	8	0.0	101
CC(C)NCCOCCSc1ccc(Cl)cc1	-10	-1	9	0.1	109	13	1	12	-3.2	99
O=C(/C=C/Nc1ccc(F)cc1)c1cccs1	22	/	160*	-0.2	80	-3	/	51*	1.4	64
CCOCCn1c(SCC)nc2c1c(=O)[nH]c(=O)n2C	-4	-3	10	0.2	106	15	1.1	-11	0.2	112
O=C1c2ccccc2C(=O)N1CCc1ccccn1	-3	-2	3	-0.3	102	9	1.1	-6	0.6	108
COc1ccc(CCNC(=O)/C=C\c2ccccc2)cc1OC	14	-4	12	-0.2	89	3	1.2	0	-0.7	98
CS(=O)(=O)N1CCC(Oc2ccccc2C(=O)NC(C2CC2)C2CC2)CC1	-8	-3	-7	0.0	105	-9	1.2	-2	0.0	108
CC(C)Cc1nc(N2CCOCC2)c(C#N)c2c1CCC2	-4	2	8	-0.1	103	-6	1.3	-5	0.1	107
C=CCn1c(C(C)NC(=O)c2cccs2)n[nH]c1=S (stereo not drawn)	1	1	2	0.1	99	5	0.82	4	0.0	101
COc1ccc(CNC(=O)Cn2nc(-c3ccc4c(c3)OCCO4)ccc2=O)cc1	-1	-3	-5	-0.3	101	8	1.1	10	-0.4	93
CCN(CC)C(=S)NC(=O)C12CC3CC(CC(C3)C1)C2	-8	-6	2	-0.1	106	3	0.87	-2	-0.7	106
CCOC(=O)C1=C(C)NC(=O)CC1c1cc(OC)c(OC)cc1Br (stereo not drawn)	6	-7	4	-0.2	94	-8	1.4	15	-0.5	97
Cc1cccc(NC(=O)C2CC(=O)n3cnnc3S2)c1 (stereo not drawn)	6	-4	17	-0.3	94	-6	1	2	0.0	98
COC(=O)C(Cc1ccccc1)P(=O)(c1ccccc1)c1ccccc1 (stereo not drawn)	-10	2	0	-0.4	112	10	1.1	-1	-0.2	99
COc1ccc(NC(=O)COC(=O)c2c3c(nc4ccccc24)CCCC3)cc1Cl	7	1	-3	-0.2	94	13	0.48	20	-0.4	87

4 entries already listed, sorted by the number in STAT3 activator, descending.
SMILES	STAT3 activator
C=CCn1c(C(C)NC(=O)c2cccs2)n[nH]c1=S (stereo not drawn)	101
COc1cc(Cl)c(C)cc1NC(=O)CSc1nc2ccccc2o1	100
CC(C)NCCOCCSc1ccc(Cl)cc1	99
Cc1ccc(N2CC(C(=O)Nc3cccnc3)CC2=O)cc1 (stereo not drawn)	96

Back to the main list; the four compounds before the break are reprinted first.
SMILES	STAT1 inh	Efa HMGR inh	APP 5'UTR act	Hsp70 act	STAT1 act	TLR4 MyD88 comp	NF-kB expr up	STAT3 blocker	Redox H2O2 prof	STAT3 activator
CCOC(=O)C1=C(C)NC(=O)CC1c1cc(OC)c(OC)cc1Br (stereo not drawn)	6	-7	4	-0.2	94	-8	1.4	15	-0.5	97
Cc1cccc(NC(=O)C2CC(=O)n3cnnc3S2)c1 (stereo not drawn)	6	-4	17	-0.3	94	-6	1	2	0.0	98
COC(=O)C(Cc1ccccc1)P(=O)(c1ccccc1)c1ccccc1 (stereo not drawn)	-10	2	0	-0.4	112	10	1.1	-1	-0.2	99
COc1ccc(NC(=O)COC(=O)c2c3c(nc4ccccc24)CCCC3)cc1Cl	7	1	-3	-0.2	94	13	0.48	20	-0.4	87
FC(F)Oc1ccc(NC(=S)NCCc2ccccn2)cc1	-6	1	-1	0.5	104	-12	1.3	21	0.0	88
COc1ccc(-c2cc(C(=O)N3CCCc4ccccc43)no2)cc1OC	-12	-1	8	-0.1	111	6	0.96	11	1.6	94
COCC(O)CSc1c([N+](=O)[O-])nc(C)n1Cc1ccc(OC)c([N+](=O)[O-])c1 (stereo not drawn)	-6	-11	14	-0.3	102	9	1.3	-4	2.0	106
CCCCCNC(=O)c1ccc2c(=O)n(CCOC)c(=O)[nH]c2c1	4	-2	13	-0.1	97	10	0.93	-5	0.1	102
COc1ccc(NC(=O)c2ccccn2)cc1S(=O)(=O)N1CCOCC1	-6	-3	-3	-0.2	104	-15	1.1	-5	-0.5	106
Cc1ccc(S(=O)(=O)N(CCCN2CCCC2=O)Cc2cc3c(C)ccc(C)c3[nH]c2=O)cc1	4	0	1	-0.4	96	-6	0.34	15	2.1	96
NNC(=O)CN1CCCc2ccccc21	-54	-4	103	-0.3	148*	2	0.91	-7	-0.8	107
COc1cccc(N2CCN(CC(=O)c3c(C)[nH]c4ccccc34)CC2)c1	8	-1	-8	-0.6	98	-15	1	1	0.3	100
CC(C(=O)OCC(=O)c1cccc([N+](=O)[O-])c1)N1C(=O)C2C3CCC(C3)C2C1=O (stereo not drawn)	-6	-4	-9	-0.3	105	14	1.1	-12	0.0	109
CC(=O)[C@@H]1[C@@H](C(=O)c2ccccc2)[C@]2(C(=O)Nc3ccccc32)[C@H]2C=Cc3cc(F)ccc3N12	0	-1	-6	-0.1	100	9	0.78	-27	0.2	127
CN1CCN(Cc2nc3ccccc3c(=O)n2Cc2nc(-c3ccc4ccccc4c3)cs2)CC1	45*	0	-2	-0.1	59	-8	16*	-1	0.9	100
CN(C)C(=O)COn1c(SCC(=O)N(C)C)nc2ccccc2c1=O	0	-4	8	0.9	100	-12	0.97	13	0.4	91
CCOc1cc(N2CCOCC2)c(OCC)cc1NC(=O)[C@H](C)N1C(=O)C2CC=CCC2C1=O (stereo partly drawn)	-4	0	28	0.1	103	-6	1.3	-1	-2.1	104
Cc1nn(Cc2ccc(Cl)cc2Cl)c(C)c1NC(=O)NC12CC3CC(CC(C3)C1)C2	7	-1	-24	-0.1	94	-4	0.88	3	1.0	100
O=C(CN1CCOCC1)Nc1nc2ccc(F)cc2s1	-14	-3	21	0.1	113	-2	1.6	-32	0.0	127
Cc1ccc(NC(=S)N2CCN(c3ncccn3)CC2)c(C)c1	0	0	1	-0.3	100	-8	1.2	-9	0.3	103
COc1cccc2cc(-c3nnc(SCC(=O)NCc4ccccc4)n3C)oc12	2	2	11	-0.1	98	5	1.2	8	1.0	98
O=C(CN1C(=O)CC(c2ccco2)Sc2ccccc21)Nc1ccccc1F (stereo not drawn)	-8	-5	20	-0.2	107	-5	1	-4	-0.4	108
O=C1CC(=O)N(Cc2ccco2)C(=S)N1	0	21*	-8	0.4	101	4	1.2	5	0.1	96
O=C(N1CCOCC1)N1CCN(CC(O)COc2ccc3ccccc3c2)CC1 (stereo not drawn)	0	0	-9	-0.1	100	5	0.81	-2	-0.2	103
COc1ccccc1CN(C)CC(=O)Nc1ccc(Cl)cc1F	2	-6	13	-0.3	97	5	1.2	2	-2.4	100
O=[N+]([O-])c1cc(S(=O)(=O)N2CCCC2)ccc1NN=C1CCCCC1	2	2	-22	-0.4	99	-11	1.2	0	0.5	98
COc1ccc(OC)c(C2=Nn3c(nnc3C3CCCCC3)SC2)c1	10	-3	3	-0.1	90	2	0.93	-9	0.1	111
CCCCN(CC)CCCNC(=O)CC1Nc2ccccc2NC1=O (stereo not drawn)	25	0	10	-0.1	78	-7	1.1	-6	-0.6	106
COc1ccc(/C=C(/NC(=O)/C=C/c2ccccc2)C(=O)O)cc1	0	-3	8	-0.2	99	-7	1.2	7	-0.2	96

Entries above marked active in NF-kB expr up.
smiles | STAT1 inh | Efa HMGR inh | APP 5'UTR act | Hsp70 act | STAT1 act | TLR4 MyD88 comp | NF-kB expr up | Redox H2O2 prof | STAT3 activator
CN1CCN(Cc2nc3ccccc3c(=O)n2Cc2nc(-c3ccc4ccccc4c3)cs2)CC1 | 45* | 0 | -2 | -0.1 | 59 | -8 | 16* | 0.9 | 100

Compound profiles (already shown). Screens in order: STAT1 inh, Efa HMGR inh, APP 5'UTR act, Hsp70 act, STAT1 act, TLR4 MyD88 comp, NF-kB expr up, STAT3 blocker, Redox H2O2 prof, STAT3 activator
`Nc1nc(NCCCN2CCOCC2)nc(Nc2ccccc2)c1[N+](=O)[O-]` across the screens: -4, 3, -12, 0.0, 103, 8, 0.82, 18, -0.3, 87
`CCOc1cc(N2CCOCC2)c(OCC)cc1NC(=O)[C@H](C)N1C(=O)C2CC=CCC2C1=O` (stereo partly drawn) across the screens: -4, 0, 28, 0.1, 103, -6, 1.3, -1, -2.1, 104

The list continues:
SMILES	STAT1 inh	Efa HMGR inh	APP 5'UTR act	Hsp70 act	STAT1 act	TLR4 MyD88 comp	NF-kB expr up	STAT3 blocker	Redox H2O2 prof	STAT3 activator
CCN(CC)S(=O)(=O)c1ccc(N2C(=O)CC2(/C=C/c2ccccc2)C(=O)NC2CCCC2)cc1 (stereo not drawn)	0	-2	15	-0.1	100	-9	1.2	-3	-0.3	102
COc1cc(CNc2nc3ccccc3[nH]2)cc(OC)c1OC	4	-2	10	-0.2	97	9	1.3	-10	2.0	112
Cc1cc(Nc2ccc3c(c2)OCCO3)c2ccccc2n1	6	-4	10	-0.2	95	2	1.1	10	-0.6	91
CCCCC1=NN2C(=N)CC(=O)N=C2S1	8	-10	2	-0.1	93	6	1.2	0	14	101
C(=N\Nc1nc2ccccc2[nH]1)/C1CCCCC1	-25	4	44	-0.1	124	-2	1.2	-11	0.0	114
CCNC(=O)c1sc(=S)n(-c2ccc(C)cc2)c1N	2	3	5	0.0	98	5	0.9	5	0.2	100
